Growth percent in the NCI-60 one-dose screen (48 h, 10 µM unless noted): 100 = growth as untreated, 0 = no growth, -100 = all killed.
EKVX: EKVX NSCLC; 3% of 71,000 active; AID 1794765
RPMI-8226: RPMI-8226 leukemia cells | 7.5% of 77,000 active
HOP-92: HOP-92 NSCLC cells; 6.3% of 71,000 active; AID 1794738
A549/ATCC: A549/ATCC NSCLC | 3.7% of 81,000 active | AID 1794740
CCRF-CEM: CCRF-CEM leukemia; 7% of 77,000 active; AID 1794778
SR: SR leukemia cells; AID 1794780; 8.7% of 73,000 active
MOLT-4: MOLT-4 leukemia cells; 6.9% of 80,000 active; AID 1794779
HOP-62: HOP-62 NSCLC; 3.9% of 80,000 active
Starred values were filed as active, the others as inactive; · = not tested or not shown. How the source made its calls: active means growth percent below 10; inactive means the rest. Some of the compounds tested. The share of hits here may be higher or lower than overall.

SMILES	EKVX	RPMI-8226	HOP-92	A549/ATCC	CCRF-CEM	SR	MOLT-4	HOP-62
O=P(NC1CCCCC1)(Oc1ccccc1)Oc1ccccc1	84.1	83.9	76.9	81.2	89.1	77.8	79.3	88.7
C[C@]12CCC3[C@@H](C[C@@H]4SC(Nc5ccccc5)=N[C@@]45CC(=O)CC[C@]35C)[C@@H]1CCC2=O (stereo partly drawn)	49.4	-14.8*	-18.2*	33.5	3.2*	-5.4*	-5.8*	12.6
O=[N+]([O-])c1cccc(S(=O)(=O)F)c1	112.4	105.9	100.0	103.0	102.3	76.5	83.6	109.6
Nc1ccc(Oc2ccc(N)cc2)cc1	104.4	108.2	·	98.8	90.5	89.0	87.9	92.8
COc1cc(C=C2C(=O)NC(=S)NC2=O)ccc1O	·	106.6	·	101.3	104.1	95.6	105.8	113.8
NC(N)=N/N=C/C/C=N/N=C(N)N	·	105.4	110.1	111.1	·	110.0	113.1	104.6
CCCCCN1CCN(Cc2ccc(Br)cc2)CC1	93.3	85.7	62.1	94.1	94.2	98.3	93.0	95.2
CC(NC(=O)C(Cl)Cl)C(=O)O (stereo not drawn)	100.4	92.7	93.3	85.2	97.3	92.3	85.7	92.1
CCOC(=O)N(C)N=O	·	99.5	95.9	93.4	100.1	98.0	100.1	105.8
CNCCc1ccc(O)c(O)c1	119.3	97.4	47.1	108.5	·	·	117.3	80.8
CCCCOc1nc2c(C)cccc2cc1C(c1c(O)c2ccccc2oc1=O)c1cn(CCCC)c2ccccc12 (stereo not drawn)	94.0	·	·	83.7	56.1	90.1	84.6	121.9
O=C(/C=C/c1ccc(Cl)cc1)c1nc2ccccc2n1Cc1ccc(F)cc1	20.4	-20.2*	16.7	44.7	-13.1*	-8.7*	-0.5*	17.7
C1CCC2CN(CCN3CCOCC3)CC2C1 (stereo not drawn)	104.8	100.3	97.2	96.1	101.9	92.3	101.5	91.4
C1CCC([PH+](C2CCCCC2)C2CCCCC2[PH+](C2CCCCC2)C2CCCCC2)CC1.O=C(C1[CH-]CCCC1)C1CCCC[N-]1.[Au] (stereo not drawn)	-53.2*	-10.6*	-36.8*	-39.9*	2.6*	-1.5*	-5.6*	-9.0*
COc1ccc2cc([C@H](C)C(=O)[Se]CCC#N)ccc2c1	-83.7*	-17.8*	-82.1*	-64.9*	7.9*	0.1*	5.8*	-81.2*
COc1cc(OC)c(S(=O)(=O)N(CCCl)CCCl)cc1C(=O)/C=C/c1ccc(C)cc1	89.5	59.9	70.5	79.2	70.7	53.6	82.4	70.8
C=CC[C@]1(O)CCC2C3CCC4=CC(=O)CCC4=C3C=C[C@@]21C (stereo partly drawn)	85.0	75.0	71.7	95.0	89.4	60.0	71.4	102.0
Nc1ncnc2c1ncn2C1OC(COP(=O)(O)CP(=O)(O)O)C(O)C1O (stereo not drawn)	108.3	103.0	91.1	102.8	101.1	111.7	109.1	95.1
CC(C)(C)NC(=O)CCl	103.1	108.2	98.0	115.7	101.7	104.2	111.0	110.3
S=C=Nc1cccc2ccccc12	97.5	96.6	101.2	105.1	97.9	85.9	96.6	101.8
CCOC(=O)[C@@H](C)C[C@H](Cc1ccccc1)NC(=O)c1csc([C@@H](C[C@H](C(C)C)N(C)C(=O)CNC(=O)[C@H]2CCCCN2C)OC(C)=O)n1	34.8	15.4	47.5	16.4	5.2*	7.7*	19.7	23.5
O=C(c1ccccc1)C(Cc1ccccc1)N1CCOCC1 (stereo not drawn)	105.0	·	86.6	92.2	94.6	97.2	108.1	95.8
C=CC12CN(C)C3C4COC(CC41)C1(C(=O)Nc4ccccc41)C32 (stereo not drawn)	104.5	103.9	85.5	99.8	90.2	·	101.2	89.2
O=C(Nc1ccncc1F)c1cn(CC2CC2)c2ccccc12	89.2	91.9	122.8	98.5	101.9	116.0	100.6	107.9
COc1cc2ncnc(Nc3ccc(F)c(Cl)c3)c2cc1OCC(=O)N1CCN(C)CC1	61.8	90.5	75.1	76.9	87.0	74.5	81.2	96.9
ClCCN1CCSCC1	100.2	108.1	·	114.2	96.2	96.5	94.9	105.2
CC(=O)O[C@H]1[C@H]2[C@@H](CC[C@H]3C[C@@H](O)CC[C@@]32C)[C@@]2(O)CC[C@H](C(C)=O)[C@@]2(C)[C@@H]1OC(=O)/C=C/c1ccccc1	96.7	103.1	115.5	92.3	99.1	85.8	80.9	95.8
C[C@]12C=CC(=O)C=C1CC[C@@H]1[C@@H]2[C@H](O)C[C@@]2(C)[C@H]1CC[C@]2(C)O	110.6	109.6	·	102.2	115.3	90.0	87.7	107.3
CS(=O)(=O)Oc1ccc([N+](=O)[O-])cc1[N+](=O)[O-]	109.1	82.7	78.7	75.2	78.7	93.7	82.6	87.5
NC(N)=N/N=C\c1c[nH]c2ccc(Br)cc12	93.8	80.8	37.9	92.5	78.6	·	79.2	83.5
CCCCC(=O)c1cc(OC)cc(OC)c1	·	102.8	105.4	·	102.6	110.5	108.8	·
NC(N)=N/N=C/C(O)C(O)C(O)C(O)CO (stereo not drawn)	·	96.5	·	110.7	91.5	81.6	89.5	88.7
NS(=O)(=O)c1nc[nH]c1[N+](=O)[O-]	117.0	101.2	68.1	·	105.5	102.3	101.6	·
CC(=O)O[C@H]1CC[C@H]2[C@@H]3CC=C4c5nc(-c6ccccc6)sc5CC[C@]4(C)[C@H]3CC[C@]12C	79.6	-37.3*	102.2	57.9	28.4	8.4*	46.1	72.1
CC12CCC(=O)C=C1CCC1C2=CCC2(C)C(O)CCC12 (stereo not drawn)	29.4	105.9	81.8	103.9	112.0	127.0	115.1	90.8
CCOP(=S)(N/N=C1/CCCC(C)C1)OCC (stereo not drawn)	115.3	95.8	69.9	100.6	98.0	93.8	100.9	114.5
CC/C(=N/OC(=O)N(C)C)c1ccccc1	·	105.1	93.5	99.1	94.2	91.9	96.7	90.9
CCOP(=O)(OCC)Oc1c(Cl)c(Cl)c(O)c(Cl)c1Cl	99.3	97.4	94.5	97.5	92.1	101.2	96.8	87.7
CN1C(=O)N(C)C(O)C(Cl)(Br)C1=O (stereo not drawn)	97.6	106.6	96.8	102.5	109.8	100.4	104.8	92.6
O=C(c1cccc(C(=O)N2CC2)c1)N1CC1	107.3	107.5	122.8	98.5	104.9	100.3	88.6	104.5
CCOC(=O)N1C2CCCCC21 (stereo not drawn)	108.2	100.7	96.3	104.9	100.1	105.5	100.3	114.9
O=[N+]([O-])c1c(Cl)cc(Cl)c([N+](=O)[O-])c1Cl	·	90.2	99.6	108.1	53.5	69.0	80.8	·
S=C(NCCN1CC1)Nc1cccc2ccccc12	94.4	97.1	93.8	98.4	103.0	114.0	107.3	105.3
NC(=O)c1[nH]cnc1NN=NCCF	97.9	80.1	105.5	101.3	56.4	72.3	80.6	90.3
CCCCOP(=O)(N1CCCC1)N1CCCC1	·	102.1	·	102.0	88.9	86.1	93.7	93.4
CCOP(=S)(NN=C1CCCCC1)OCC	·	98.3	83.4	99.8	93.6	100.2	100.8	93.4
CC(=O)O[C@H]1CCC2(C)C(=C/C(=N\O)C3C2CCC2(C)C3CC[C@@H]2OC(C)=O)C1 (stereo partly drawn)	82.4	75.0	85.9	99.5	·	29.9	50.6	96.2
O=[N+]([O-])c1ccc(C[N+]23CCN(CC2)CC3)cc1	·	89.3	94.5	100.6	95.8	87.0	93.7	96.0
C[C@]12C/C(=C/Sc3ccc(Cl)cc3)C(=O)C[C@@H]1CC[C@@H]1[C@@H]2CC[C@@]2(C)[C@H]1CC[C@]2(C)O	102.8	10.6	117.3	86.3	16.1	39.3	18.7	102.2
O=NN(Cc1ccccc1)Cc1ccccc1	92.7	110.8	88.6	114.2	91.5	109.4	131.4	97.3

(continued)
SMILES	EKVX	RPMI-8226	HOP-92	A549/ATCC	CCRF-CEM	SR	MOLT-4	HOP-62
NC(=O)c1cc([N+](=O)[O-])c(Cl)c([N+](=O)[O-])c1Cl	35.8	9.5*	-52.2*	89.6	-23.5*	-11.2*	-15.3*	35.9
C[C@@H](Oc1cc(Cl)c(Cl)cc1Cl)C(=O)O	93.8	114.2	90.0	89.6	103.1	112.2	110.9	84.4
CCCCC1C(=O)NC(=S)N(C)C1=O (stereo not drawn)	104.7	105.3	96.8	96.5	98.8	102.0	100.3	94.6
S=C=NCCc1ccccc1	127.0	-18.9*	56.5	61.7	16.7	6.8*	53.4	85.2
O=P1(c2ccccc2)CC=CC1	·	98.2	99.1	103.7	93.9	101.5	103.3	98.4
O=Nc1c(O)[nH]c(=O)[nH]c1=O	107.2	92.6	93.1	108.5	103.6	96.4	102.0	98.7
O=C(CCl)OCCOC(=O)CCl	·	101.1	·	100.7	·	90.0	90.9	100.2
O=C1OC(c2cccnc2)=N/C1=C\c1ccccc1	·	81.0	91.2	102.4	102.1	92.5	101.0	102.5
Clc1ccc(C(c2ccccc2Cl)C(Cl)(Cl)Cl)cc1 (stereo not drawn)	99.7	87.5	66.5	95.0	81.6	93.4	56.4	96.3
CC12COC(=O)CC1CCC1C2CCC2(C)C1CCC2(C)O (stereo not drawn)	79.3	151.3	·	110.6	112.7	108.8	124.6	87.9
Clc1ccc(NP(Br)(c2ccccc2)(c2ccccc2)c2ccccc2)cc1	·	78.8	·	67.5	95.3	87.9	69.0	101.3
IC1c2ccccc2C1I (stereo not drawn)	105.9	100.2	99.0	95.7	105.5	89.8	85.3	98.0
CCc1cccc(CC)c1NC(=O)NCCN1CC1	103.4	101.0	113.2	93.9	95.3	98.1	102.8	127.9
CCCCN(CCCC)CC(O)c1ccc(Cl)c(Cl)c1 (stereo not drawn)	106.5	108.7	61.8	104.9	107.5	99.1	106.1	107.4
C#CC1(O)CCCC1	·	104.8	·	92.1	102.4	·	101.5	99.0
CC1(C)C(C(=O)c2cn(CCCCF)c3ccccc23)C1(C)C	88.7	81.5	98.0	78.5	87.1	77.9	77.8	92.9
CCN(CC)P(=O)(N1CC1C)N1CC1C (stereo not drawn)	·	101.1	92.8	105.4	·	81.7	93.9	100.1
NC(CCSCc1ccc(N(CCCl)CCCl)cc1)C(=O)O (stereo not drawn)	104.9	97.7	94.8	103.4	98.1	96.6	104.8	102.0
O=C1NCCCCC1(Br)Br	·	100.1	109.0	107.9	98.8	96.4	101.5	105.2
O=C1NC(=O)C(=Cc2cn(Cc3ccccc3)c3ccccc23)C(=O)N1	63.7	75.7	79.3	·	98.1	71.4	132.5	73.9
CCCCCCC(=O)NC1=C(N2CC2)C(=O)C(NC(=O)CCCCCC)=C(N2CC2)C1=O	78.3	56.1	65.3	42.3	50.7	40.7	49.0	47.2
CC1(C)CC(=O)C2=C(C1)N(Nc1ccccc1)c1nc(N)c(C#N)c(N)c1C2c1ccccc1Cl (stereo not drawn)	112.1	95.6	95.8	101.8	104.1	99.3	97.0	88.9
CC[C@]12C=CCN3CC[C@@]4(c5ccc(OC)cc5N(C)[C@H]4[C@@](O)(C(=O)OC)[C@@H]1OC(=O)CCC[P+](c1ccc(F)cc1)(c1ccc(F)cc1)c1ccc(F)cc1)[C@@H]32	58.1	24.4	-6.2*	54.5	20.0	42.6	37.1	64.0
CC(C)COC(C[N+](=O)[O-])C(Cl)(Cl)Cl (stereo not drawn)	97.2	115.6	102.2	98.1	113.3	94.7	103.5	111.5
CCCCCC1(C(C)C)C(=O)NC(=S)NC1=O	101.7	104.4	85.3	100.0	96.3	95.1	95.2	·
C=CCC1(CCC)C(=O)NC(=O)NC1=O	105.2	108.2	94.0	108.6	101.2	120.9	120.4	103.8
Nc1ccc2c(c1)Cc1ccccc1-2	75.2	94.5	76.6	99.8	92.0	102.8	100.1	86.5
Cc1c(CCN)ccc2c1[nH]c1ccccc12	73.3	60.7	58.0	96.4	105.1	29.2	87.4	62.9
OCCN=Cc1c[nH]c2ccccc12	93.8	120.0	·	95.2	114.2	95.4	101.0	85.1
CCCCCCCOC(N)=O	104.5	87.9	87.1	99.8	87.7	89.3	74.5	81.9

Only SR and EKVX, for three of the compounds above:
Molecule	SR	EKVX
C=CCC1(CCC)C(=O)NC(=O)NC1=O	120.9	105.2
OCCN=Cc1c[nH]c2ccccc12	95.4	93.8
CCCCCC1(C(C)C)C(=O)NC(=S)NC1=O	95.1	101.7

4 entries from above, with values under each structure:
Below each compound: EKVX	RPMI-8226	HOP-92	A549/ATCC	CCRF-CEM	SR	MOLT-4	HOP-62
CCCCCC1(C(C)C)C(=O)NC(=S)NC1=O
    101.7	104.4	85.3	100.0	96.3	95.1	95.2	·
C=CCC1(CCC)C(=O)NC(=O)NC1=O
    105.2	108.2	94.0	108.6	101.2	120.9	120.4	103.8
Nc1ccc2c(c1)Cc1ccccc1-2
    75.2	94.5	76.6	99.8	92.0	102.8	100.1	86.5
Cc1c(CCN)ccc2c1[nH]c1ccccc12
    73.3	60.7	58.0	96.4	105.1	29.2	87.4	62.9

Additional compounds:
SMILES	EKVX	RPMI-8226	HOP-92	A549/ATCC	CCRF-CEM	SR	MOLT-4	HOP-62
O=[N+]([O-])/C=C/c1ccc(Cl)cc1[N+](=O)[O-]	81.8	-11.3*	92.3	85.4	8.2*	4.9*	2.7*	62.9
C=CCOC(=O)C1C(C(=O)O)C2(Cl)C(Cl)=C(Cl)C1(Cl)C2(Cl)Cl (stereo not drawn)	86.3	84.7	74.2	78.6	93.8	114.0	113.7	102.5
CCCCCCOC(CN(C)C)C(Cl)(Cl)Cl (stereo not drawn)	112.1	104.5	100.7	109.6	103.1	·	·	97.4
Nc1ccc(OCCCCNC(=O)c2ccc(S(=O)(=O)F)cc2)c(Cl)c1	·	89.2	81.7	86.1	97.9	90.6	92.3	105.1
CCC/C=C\CC/C=C/C=C/[C@H]1CCC[C@@H](CCCCO)N1	108.0	93.6	·	98.6	88.6	82.9	98.6	110.0
O=S1(=O)OCCO1	100.3	104.0	102.0	101.8	94.6	·	113.7	102.7

Screens (PubChem BioAssay)
